# TAG inh = reduces triacylglycerol accumulation in H9c2 cells; inhibition, % at 12.5 µM; Nile Red lipid (TAG) fluorescence; cells loaded with 200 µM oleic acid; hit rate 0.66% among 230,000; AID 651582;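 active = pattern-corrected inhibition of lipid staining of at least 50% with the nuclear-stain viability signal not falling by more than 50%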;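 note: 0% = DMSO wells and 100% = triacsin C control wells; some results filed as inactive read as strong as hits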
# TAG inh DAPI viability = recorded beside TAG inh, whose call it bears; DAPI nuclei signal change (viability), lower = more cytotoxic, %;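 whole-well DAPI fluorescence read on a plate reader as a viability signal; minus 50 percent equals half of cells still viable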
# Numbers without * were called inactive; i = inactive. A portion of the library, so the mix of outcomes need not match the whole.
canonical_smiles,TAG inh,TAG inh DAPI viability
COc1ccccc1OCc1cc(C(=O)N(C)CCC2CCOCC2)no1,4,-9
CCOC(=O)c1ccc(NC(=O)NS(=O)(=O)c2ccc(C)cc2)cc1,-14,10
CCOC(=O)C(/C=N/c1cc(C)nn1-c1ccccc1)=C(\C)O,7,-4
O=C(CCNC(=O)c1ccccc1Cl)Nc1ccncc1,1,0
CCOC(=O)Cn1cc(C(=O)C2CC2)c2ccccc21,-13,1
O=C(/C=C/c1ccccc1)Nc1nc(-c2ccncc2)cs1,5,13
N#Cc1ccc(C(=O)Nc2cc(C3CC3)nn2-c2ccccc2)cc1,-1,3
Nc1c(C(=O)NCc2cccnc2)sc(=S)n1-c1ccccc1,3,-13
COCCNC(=O)C1CCCN(C(=O)c2oc3ccccc3c2C)CC1 (configuration not stated),-8,-1
O=C(COc1nc2ccccc2nc1N1CCOCC1)NC1CCCCC1,0,8
COc1ccc(NC(=O)c2sc(=O)n(Cc3cccc(C(F)(F)F)c3)c2C)cc1OC,6,3
CC(Sc1nnc(-c2ccccc2F)n1C1CC1)C(=O)NCc1ccco1 (configuration not stated),0,1
CCCn1c(SCC(=O)c2ccc(CC)cc2)n[nH]c1=O,-6,-4
CC(C)[C@H](NC(=O)c1ccccc1)C(=O)OCC(=O)c1ccc(S(=O)(=O)N2CCCCC2)cc1,2,2
COc1ccc(Cl)cc1NC(=O)Nc1cc(C)on1,24,2
CCOC(=O)c1c(C)[nH]c(C(=O)OCC(=O)c2ccc(OC)cc2OC)c1C,-19,3
O=C(Nc1ccc(OC(F)(F)F)cc1)C1CCCN(S(=O)(=O)c2cccnc2)C1 (configuration not stated),-37,3
O=C(c1cnc2n(c1=O)CCS2)N1CCc2ccccc21,-12,7
CCOc1ccc(NC(=O)CN(C)C(=O)C2CCN(c3ncnc4sc(C)c(C)c34)CC2)cc1OCC,-58,2
CC(OC(=O)c1cc2sccc2n1C)C(=O)NC(C)(C)C (configuration not stated),0,-1
O=C(Nc1ccccc1)OCCOc1ccc(Cl)cc1Cl,-16,-3
O=S(=O)(Nc1ccccc1N1CCOCC1)c1ccc(Cl)cc1,-2,3
CCNC(=O)C1(C)CCCN1C(=O)c1ccc(N(C)C)cc1 (configuration not stated),-10,-4
Cc1cc(C)n2nc(SCC(=O)N(Cc3ccccc3)C3CCS(=O)(=O)C3)nc2n1 (configuration not stated),7,1
COc1ccc(S(=O)(=O)N2CCOC2CNC(=O)C(=O)NCc2ccc3c(c2)OCO3)cc1C (configuration not stated),11,8
O=C(c1cc(C2CCCCN2S(=O)(=O)Cc2ccccc2)on1)N1CCOCC1 (configuration not stated),13,0
CC(=O)N[C@H](Cc1c[nH]c2ccccc12)C(=O)O,-3,-5
CC(=O)Nc1cc2c(cc1[N+](=O)[O-])-c1ccccc1C2=NO,-29,4
O=C1c2ccccc2C(=O)N1c1ncccn1,12,-15
Cc1cc(SC2CCOC2=O)nc2ccccc12 (configuration not stated),7,16
CCNC(=S)N1CCC(c2nc3cc(C)c(C)cc3[nH]2)CC1,7,-5
CCCN=C(Nc1ccc(Cl)cc1)c1cccnc1,5,-10
CCOC(=O)c1c(C)[nH]c(C(=O)CSc2ccccc2)c1C,-128,10
COc1cc(CCC(=O)OCC(=O)c2ccc[nH]2)cc(OC)c1OC,0,-3
CCN1C(=O)c2cccc3c(S(=O)(=O)NCc4ccccn4)ccc1c23,-19,i
COc1ccccc1C(=O)Nc1ccc(S(=O)(=O)N(C)c2ccccc2)cc1,-2,5
COc1ccc(Cl)cc1C=CC=Nc1ccccc1O,11,-2
Cc1cc(=O)[nH]c(SCC(=O)Nc2ccc(S(=O)(=O)N3CCOCC3)cc2)n1,17,-1
COc1ccc(-c2nnn(CC(=O)NCCc3ccc(OC)c(OC)c3)n2)cc1,20,-3
Cc1cc(C)cc(-n2c3ccc(NC(=S)NC4CCCCC4)cc3c(=O)n2C)c1,6,10
CCN(CC(=O)Nc1ccccc1C(F)(F)F)C(=O)c1ccc(-n2nc(C)c(CCC(=O)OC)c2C)cc1,-8,3
CCN(CC)C(=O)CN1C(=O)/C(=C/c2ccccc2)SC1=S,5,-12
COc1ccc(N2C(=O)CC(Sc3nccc(C)n3)C2=O)cc1 (configuration not stated),-1,2
Cn1cc([C@@H]2C[C@H]3CN(Cc4cccc(Cl)c4)C(=O)[C@]34CCCN24)c(-c2ccccc2)n1,0,9
CC(=NNC(=O)c1ccncc1)c1ccc(O)cc1O,19,-41
O=C(NC1CC1)C1=C[C@H](c2csc3ccccc23)C[C@H](OCc2ccc(CO)cc2)O1,-88,3
CCCCn1c(N)c(N(CCOC)C(=O)c2ccc(-c3cccc(C(F)(F)F)c3)o2)c(=O)[nH]c1=O,-3,-4
CCC(Oc1ccccc1)C(=O)Nc1cc(Cl)ccc1-n1cncn1 (configuration not stated),-10,-10
Cc1ccc2oc(-c3cccc(NC(=O)c4ccccn4)c3)nc2c1,3,1
COc1ccc(NC(=O)COc2ccc3c(c2)CCC3)cc1,2,4
COc1ccc(C(=O)n2nc(-c3ccccc3)nc2N)cc1OC,5,1
CC(=O)Nc1ccc(NC(=O)CN(c2cccc(C(C)=O)c2)S(C)(=O)=O)cc1,-13,4
CCc1nnc(NC(=O)c2ccc(S(=O)(=O)N(CCOC)CCOC)cc2)s1,3,-2
CC12CC3CC(C)(C1)CC(Nc1nc(N4CCOCC4)nc4ccccc14)(C3)C2,34,31
COCCCN1C(=O)C(CC(=O)NC2CCCCC2)CC(C(=O)N(C)C)=C1C (configuration not stated),-4,-3
CCCCn1nnnc1SCC(=O)N1CCN(C(=O)c2ccco2)CC1,-24,4
O=C(Nc1ccccc1)c1ccccc1C(=O)N1CCCCC1,2,-9
COC1CCN(C(=O)c2ccc(OC3CCN(Cc4ccccn4)CC3)cc2)CC1,-7,8
CC1CCN(c2ccccc2NC(=O)c2ccc(Br)o2)CC1,-13,-3
Cc1c(Cl)cccc1NC(=S)NN,-16,-1

# In another format: entries from further up
> COc1ccc(S(=O)(=O)N2CCOC2CNC(=O)C(=O)NCc2ccc3c(c2)OCO3)cc1C (configuration not stated)
- TAG inh: 11
- TAG inh DAPI viability: 8

> Nc1c(C(=O)NCc2cccnc2)sc(=S)n1-c1ccccc1
- TAG inh: 3
- TAG inh DAPI viability: -13

> Cc1cc(C)n2nc(SCC(=O)N(Cc3ccccc3)C3CCS(=O)(=O)C3)nc2n1 (configuration not stated)
- TAG inh: 7
- TAG inh DAPI viability: 1

> CC(=NNC(=O)c1ccncc1)c1ccc(O)cc1O
- TAG inh: 19
- TAG inh DAPI viability: -41

# More structures follow.
canonical_smiles,TAG inh,TAG inh DAPI viability
CN1CCN(C(=O)CC2C(=O)NCCN2Cc2ccc(-c3ccccc3)cc2)CC1 (configuration not stated),4,2
O=C1CCCc2nc3c(cc21)C(O)Oc1ccccc1-3 (configuration not stated),0,2
COC(=O)CCC(=O)NNC(=O)c1ccc([N+](=O)[O-])cc1,4,-1
COc1cc(C)ccc1OCC(=O)OCC(=O)c1ccc[nH]1,-7,-4
CCOC(=O)CCCCC(=O)c1[nH]c(=O)[nH]c1C[n+]1ccc(C)cc1,3,1
CCOC(=O)c1cnn(-c2ncnc3sc(CC)cc23)c1N,-4,9
CCN(Cc1ccc2c(c1)OCCO2)C(=O)CSc1nc(C)nc2sc(C)c(C)c12,-18,-1
CC(C)N1C(=O)CC(Nc2cccc3cccc(N)c23)C1=O (configuration not stated),-4,2
Cc1cc(C)c(NC(=O)Cn2nnc(C(=O)NCc3ccco3)c2N)c(C)c1,13,-2
OC(C#CCN1CCCCC1)(c1ccccc1)c1ccccc1,-6,2
O=C(CSc1nnc(NC(=O)CN2CCOCC2)s1)Nc1ccccc1,-32,13
Clc1ncc(CN2CCN(Cc3ccccc3)CC2)s1,22,-10
O=C(c1ccc(Cl)cc1)c1cnc(-c2ccc(Cl)cc2)s1,8,-14
COc1ccc2sc(N(CCCN(C)C)C(=O)c3ccc(S(=O)(=O)N(C)C4CCCCC4)cc3)nc2c1,5,2
C/C(=N\Nc1ccc([N+](=O)[O-])cc1)c1ccc(N2CCOCC2)cc1,-9,5
CCOC(=O)C1CCN(C2=C(NS(=O)(=O)c3ccc(Cl)cc3)C(=O)c3ccccc3C2=O)CC1,0,12
Fc1ccccc1-c1nnc2ccc3ccccc3n12,-2,-6
NC(=O)c1cnn2c1NC(c1ccc(F)cc1)CC2C(F)(F)F (configuration not stated),23,-9
Cc1nc(Cl)c(Cl)n1CCOc1ccccc1,-11,2
Cc1ccc(C(=O)Nc2cc(C(F)(F)F)ccc2-n2cncn2)o1,9,-3
O=C(NCc1cc([N+](=O)[O-])ccc1O)c1cccnc1Sc1ccccc1,-9,-5
Cc1ccc2oc(=O)c3cnn(CC(=O)N(CCC(C)C)Cc4ccco4)c3c2c1,2,-9
CC(=O)Nc1c(N)c2ccccc2oc1=O,3,0
CCCc1nnc(SCC(=O)N2CCCCC2C)n1CCOC (configuration not stated),4,-5
COCCn1c(SCC(=O)Nc2ccc3c(c2)OCCO3)nc2ccccc2c1=O,21,-17
Cc1ccc(C(=O)N/C(=C\c2ccc(-c3ccccc3[N+](=O)[O-])o2)C(=O)NCCN(C)C)cc1,57*,-16*
COc1ccc(NC(C)=O)cc1NC(C)C(=O)Nc1ccc(F)c(F)c1F (configuration not stated),-19,3
Cc1cccc(NC(=O)Nc2ccc(S(=O)(=O)Nc3onc(C)c3C)cc2)c1,-4,-11
Cc1ccc([N+](=O)[O-])cc1N/C=C1\CCCCC1=O,-16,10
CCn1c(=N)n(CC(=O)C23CC4CC(CC(C4)C2)C3)c2ccccc21,1,-8

# Given with two lines to a compound: entries from further up
# The line under a structure holds: TAG inh, TAG inh DAPI viability
> CCOC(=O)CCCCC(=O)c1[nH]c(=O)[nH]c1C[n+]1ccc(C)cc1
→ 3, 1
> COc1cc(C)ccc1OCC(=O)OCC(=O)c1ccc[nH]1
→ -7, -4

# Further compounds follow:
canonical_smiles,TAG inh,TAG inh DAPI viability
COc1ccc(-n2c(SCC(=O)Nc3nccs3)nnc2-c2ccc(Cl)cc2)cc1,-6,8
COc1ccccc1C(=O)NC(=O)COC(=O)C1CC2CCCC(C1)C2=O (configuration not stated),0,5
COc1ccc(CC(=O)N(Cc2ccccc2)c2cccc(C)c2)cc1OC,-3,4
COC(=O)CCCC1=CC2=C(c3ccccc3)C(=O)C(C)(OC(=O)C3CCCC3)C(=O)C2=CN1C1CCCC1 (configuration not stated),15,-9
FC(F)(F)c1cccc(CN2CCN(c3ncccn3)CC2)c1,-7,9
Cc1cc(C)cc(Oc2ccc(NC(=O)C3CC=CCC3C(=O)O)cc2)c1 (configuration not stated),-20,-9
CCn1c(/C=C/c2cccc([N+](=O)[O-])c2)nc2ccccc2c1=O,-13,5
CN1CCN(c2ccc(S(=O)(=O)N3CCCCC3)cc2NC(=O)Cc2c(F)cccc2Cl)CC1,3,3
CCOc1ccc(S(=O)(=O)N(C)c2ccc(OCC(=O)Nc3nccs3)cc2)cc1,-10,15
O=C(c1ccc(Cl)cc1)N1CCC(O)(CSc2ccccc2)CC1,1,-4
c1cc2c3c(cccc3c1)C(N1CCCCCC1)=N2,-1,24
CCOc1cc(/C=N/NC(=O)COc2nc(C)cc(COC)c2C#N)ccc1O,0,3
COc1ccc(C(=O)C2CCCN(C(=O)c3ccccc3C(C)=O)C2)cc1F (configuration not stated),-2,3
COc1ccc(C(=O)Nc2nc(CC(=O)NCCc3ccccc3)cs2)cc1,-36,-10
O=C(N/N=C/c1cc(Cl)cc([N+](=O)[O-])c1O)c1cccc(S(=O)(=O)N2CCOCC2)c1,-32,-1
CCOC(=O)C1CCN(C(=O)C2(NC(=O)Nc3cccc(F)c3)CCCCC2)CC1,32,-5
CC1(C)CC(=O)C=C(C(=O)NC2CCCc3c2cnn3-c2cc(F)cc(F)c2)O1 (configuration not stated),13,2
Nn1c(SCC(=O)N2CCN(S(=O)(=O)c3ccc(Cl)cc3)CC2)nnc1-c1cccs1,-1,4
CSc1ccc(Cl)c(C(=O)OCC(=O)N2CCN(C(=O)c3ccco3)CC2)c1,-39,7
COc1ccc(S(=O)(=O)Cc2ccc(C(=O)N3CCN(c4ccccc4)CC3)o2)cc1,17,-5
CCOc1ccc(OCC(=O)NCCS(=O)(=O)N2CCN(c3ccccc3)CC2)cc1,3,-11
CC1CCC(O)(C(C(=O)O)c2ccccc2)CC1 (configuration not stated),-2,5
CN1C(=O)c2ccc(NC(=O)c3c(F)c(F)c(F)c(F)c3F)cc2C1=O,7,-6
O=S(=O)(NCCC1=CCCCC1)c1ccccc1Br,-7,0
COc1ccccc1CN1CCCC(C(=O)N(C)Cc2ccccc2)C1 (configuration not stated),7,-2
C[C@H]1CN([C@@H](C)CO)C(=O)c2cc(NC(=O)C3CCCCC3)ccc2O[C@H]1CN(C)Cc1ccc(-c2ccccc2)cc1,27,3
CSc1ccccc1C(=O)Nc1cc(C)cc(C)c1,-7,10
CC(C)(C)OC(=O)N1CCC(C(=O)Nc2cccc(C(=O)N3CCCCC3)c2)CC1,-16,6
COc1cccc(CNC(=O)C2CCN(S(=O)(=O)c3ccc(F)cc3)CC2)c1,-29,11
CCCCN(C(=O)Cc1cccs1)c1nnc(-c2cccnc2)s1,7,5
Cc1nn(-c2ccccc2)c(C)c1NC(=O)COC(=O)c1cc(Cl)ccc1O,14,-2
O=C1CCCN1CCCNS(=O)(=O)c1ccccc1,2,-7
CNC(=O)c1sc(SC)cc1-c1ccc(Cl)cc1,-8,6
